Bioassay records (PubChem)
proKLK7 act – activators of human kallikrein-7 zymogen | P49862 | 370,000 tested, 0.9% active | AID 652039 | purified proKLK7, EDANS-DABCYL substrate fluorescence; 100% is mature enzyme control, 0% vehicle | activation, % at 7 µM;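 active = activation above the mean of all tested compounds plus 3 SD, computed per campaign excluding outliers beyond control limits, cut at about 13% in these data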
Target sequence (P49862 whole entry, looked up): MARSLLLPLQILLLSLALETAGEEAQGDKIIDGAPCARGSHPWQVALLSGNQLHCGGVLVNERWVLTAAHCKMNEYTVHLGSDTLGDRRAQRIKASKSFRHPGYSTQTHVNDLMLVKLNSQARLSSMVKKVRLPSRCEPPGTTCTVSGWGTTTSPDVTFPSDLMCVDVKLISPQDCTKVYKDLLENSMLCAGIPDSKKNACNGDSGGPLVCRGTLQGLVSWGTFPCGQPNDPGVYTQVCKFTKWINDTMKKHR
ADAM17 inh – inhibitors of human ADAM17. P78536. recombinant ADAM17, EDANS/DABCYL FRET peptide cleavage. inhibition, % at 6.95 µM. 370,000 tested, 0.83% active. AID 720648;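 active = inhibition above the mean of compounds lying between control limits plus 3 SD, set per campaign, cut at about 8.5% in these data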;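 note: 0% = DMSO-only wells as the low control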
Target sequence (P78536 215-824 limits assumed): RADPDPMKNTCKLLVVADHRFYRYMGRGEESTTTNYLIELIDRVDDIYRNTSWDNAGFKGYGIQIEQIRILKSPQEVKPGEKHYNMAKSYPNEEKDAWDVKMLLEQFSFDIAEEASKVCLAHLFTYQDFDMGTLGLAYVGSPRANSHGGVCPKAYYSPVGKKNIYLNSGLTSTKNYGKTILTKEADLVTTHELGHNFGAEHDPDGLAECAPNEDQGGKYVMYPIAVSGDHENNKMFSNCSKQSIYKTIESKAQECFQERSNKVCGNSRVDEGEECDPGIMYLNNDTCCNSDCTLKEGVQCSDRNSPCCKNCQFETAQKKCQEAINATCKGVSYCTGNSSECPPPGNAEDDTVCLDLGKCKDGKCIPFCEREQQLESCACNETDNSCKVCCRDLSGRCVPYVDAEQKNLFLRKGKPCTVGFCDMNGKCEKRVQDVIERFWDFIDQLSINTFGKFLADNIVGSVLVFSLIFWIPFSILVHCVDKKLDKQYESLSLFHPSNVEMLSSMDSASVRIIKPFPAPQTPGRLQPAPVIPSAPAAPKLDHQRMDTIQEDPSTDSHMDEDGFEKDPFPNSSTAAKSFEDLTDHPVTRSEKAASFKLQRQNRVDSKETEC
MBD2 inh – blocks human MBD2 binding to methylated DNA. Q9UBB5. TR-FRET, MBD2 binding to methylated oligonucleotide. inhibition, % at 4.4 µM. 370,000 tested, 0.31% active. AID 686964; in the data active = inhibition above about 13%
UHRF1 MBD2 ctr – UHRF1 methyl-DNA binding inhibition; Q96T88; UHRF1 binding to methylated oligo, TR-FRET; inhibition, % at 4.4 µM; 370,000 tested, 0.75% active; in the data active = inhibition above about 21%;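 note: UHRF1 SRA domain binding a hemimethylated CpG hairpin DNA probe; 0% = median of test compound wells and 100% = reference inhibitor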
PLCg1 inh – blocks human PLC-gamma1 enzyme activity; purified PLC-gamma1, fluorogenic substrate, fluorescence; P19174; 370,000 tested, 0.84% active; AID 720700; inhibition, % at 12.2 µM; in the data active = inhibition above about 9.5%
DDE Tn7 FP inh – DD(E)-Tn7 binding inhibition, primary FP screen. P02675. FP displacement of FITC-Tn7 peptide from fibrin DD(E); 0% = median of compound wells per plate. inhibition, % at 8.3 µM. 370,000 tested, 0.13% active;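 active = inhibition above the mean of compounds falling within the control limits plus 3 SD of them, cut at about 14% in these data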;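 note: 0% = plate median of compound wells and 100% = 10 µM Aha-Tn7 peptide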
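Measure: % inhibition scaled between sample-field median and high-control FP; Test system: human fibrin DD(E); Quantity: 2 µM final DD(E) protein; Doses: one dose, 8.3 µM nominal; Schedule: compound with protein 10 min, then 3 h after probe, room temperature; Detection: fluorescence polarization; Medium: Tris buffer with calcium and detergent, pH 7.8.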
Tn6 DDE FP – disrupts Tn6 cyclic peptide binding to fibrin D-Dimer-E complex; P02675; inhibition, % at 8.3 µM; 370,000 tested, 0.21% active; Fibrin DD(E) TRITC-Tn6 fluorescence polarization displacement;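 active = inhibition above a per-campaign cutoff: mean of compounds within control limits plus 3 SD, cut at about 15% in these data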;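 note: 0% = median of all compound wells on the plate and 100% = blocking peptide control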
PLCb3 inh – blocks human PLC-beta3 enzyme activity; Q01970; Purified PLC-beta3, fluorogenic substrate, fluorescence; inhibition, % at 12.2 µM; 370,000 tested, 0.18% active; AID 720704; in the data active = inhibition above about 11%;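 note: 0% = median of compound wells on plate and 100% = full blocker control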
ASAP1 GAP inh – ASAP1 ArfGAP inhibition. ASAP1-stimulated ARF1 GTP hydrolysis, GDP FP detection. inhibition, % at 16.5 µM. 360,000 tested, 0.19% active. AID 624377; in the data active = inhibition above about 25%;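 note: 0% = vehicle with enzyme and substrate and 100% = no enzyme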
ARFGAP1 inhibitor – inhibitors of rat ARFGAP1. Arfgap1-stimulated ARF1 GTP hydrolysis, GDP FP detection. inhibition, % at 16.5 µM. 360,000 tested, 0.26% active;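 active = inhibition above a per-plate limit, mean inhibition of low control wells plus 3 SD, cut at about 25% in these data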;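 note: 0% = DMSO wells with enzyme and 100% = wells lacking Arfgap1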
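material = rat Arfgap1 catalytic domain, aa 1-136 | also added = human ARF1(Δ1-17)-GTP substrate | compound dosing = one concentration, 16.5 µM, DMSO 1.26% | times = GTP hydrolysis reaction 2 h at 25 °C | measured by = FP, GDP Alexa 633 tracer displaced from anti-GDP antibody, 620/688 nm | evaluation = percent inhibition of Arfgap1-stimulated GTP hydrolysis | replication = single well per compound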
* marks the source's active call; other numbers are inactive results; i = inactive; / = no result given. This is a random part of the collection; 4.1% or so of the library scored in one or more.

SMILES	proKLK7 act	ADAM17 inh	MBD2 inh	UHRF1 MBD2 ctr	PLCg1 inh	DDE Tn7 FP inh	Tn6 DDE FP	PLCb3 inh	ASAP1 GAP inh	ARFGAP1 inhibitor
CCOc1cc(NC(=O)c2ccco2)c(OCC)cc1NC(=O)c1ccco1	0.2	0	-5	0	0	-1	2	-6	2	10
Cc1cnc(C)c(N2CCN(Cc3nc(-c4ccc(C)o4)oc3C)CC2)n1	-0.6	-6	-3	-2	-8	6	4	-10	-4	8
O=C(c1ccc([N+](=O)[O-])cc1)n1nc(-c2ccccc2)nc1NCc1ccccc1	0.3	-3	1	3	0	-1	-4	0	3	-16
S=C(c1ccccc1)N1CCN(C(=S)c2ccccc2)CC1	-0.1	5	1	2	7	-2	7	5	-3	1
Cc1ccc(Cl)cc1N1CCN(C(=O)CCS(=O)(=O)c2ccc3c(c2)NC(=O)CO3)CC1	0.6	3	-1	23*	3	-3	-1	-4	-6	-4
Cc1c(OCC(=O)NCC(O)c2ccccc2)ccc2c3c(c(=O)oc12)CCCC3 (stereo not given)	0.0	-62	-1	-2	-12	-2	4	-24	0	2
COc1ccc(Nc2ncnc3sccc23)cc1OC	-0.6	-1	-4	1	-1	-2	0	-6	3	6
CC(C)OC(=O)c1nnn(-c2nonc2N)c1CN1CCc2ccccc2C1	0.3	3	-4	-5	-4	-12	-7	-2	11	11
COc1ccc(Cl)cc1NC(=O)CN(C)C(=O)Cc1ccc(-c2ccccc2)cc1	-0.6	4	5	-2	-4	9	-7	-8	6	4
COC(=O)c1ccc(NC2c3ncccc3C(=O)N2Cc2cccs2)cc1 (stereo not given)	0.8	-2	-2	-3	1	1	-1	2	2	-1
O=C(CCC(=O)NC12CC3CC(CC(C3)C1)C2)NC1CCCCC1	-0.7	-6	0	1	1	0	0	2	-1	-12
CC(=O)Nc1sc2c(c1-c1nc3ccccc3s1)CCCN(C(C)C)C2	/	-38	50*	28*	i	5	-5	i	/	/
CC(C)c1ccc(S(=O)(=O)N2CCN(C(=O)CCNS(=O)(=O)c3ccccc3F)CC2)cc1	0.2	2	-4	-2	18*	2	0	0	15	-1
CCOc1ccc(S(=O)(=O)NCCC(=O)NCCOc2ccccc2OC)cc1	0.6	-2	2	2	4	0	22*	-4	-1	5
CC(CNC(=O)CN1C(=O)C(=O)N(C2CCCC2)C1=O)c1ccccc1 (stereo not given)	-0.7	-1	-2	0	1	0	1	-4	-5	-3
CCn1nc(C)c(CN2CCN(Cc3ccc(OC)c(C)c3C)C(CCO)C2)c1C (stereo not given)	5.5	0	-2	0	0	-5	6	0	0	-8
Cc1cc(C)c(OCCN(C)C)c(Cl)c1	-0.1	-2	2	0	6	1	3	-1	2	-1
CCN1CCN(c2ccc(S(=O)(=O)N3CCOCC3)cc2NC(=O)/C=C/c2ccc(OC)cc2OC)CC1	0.5	-7	-4	0	-32	-8	-1	-39	21	33*
CCn1c(=O)c2cc(C(=O)NC(C)C)sc2c2ccccc21	3.4	-206	-4	-5	-36	3	3	-52	-12	-11
O=C(CCNC(=O)c1ccccc1Cl)Nc1ccc(S(=O)(=O)Nc2ncccn2)cc1	0.1	0	3	0	-1	-4	3	-4	0	0
O=C(CN1CCN(S(=O)(=O)c2ccccc2)CC1)Nc1ccc(Cl)cn1	0.9	-2	-1	-1	-1	0	2	-5	18	0
Cc1cccc(NC(=O)CCC(=O)N/N=C/c2cc([N+](=O)[O-])ccc2O)c1	0.7	-2	-3	-4	6	-2	-2	2	-2	12
CCN(CC)CCC=C(c1cccs1)c1cccs1	-0.3	-2	2	0	-9	-6	7	-8	6	-4
C/C(CC(=O)NCc1ccc(Cl)cc1)=N\NC(=O)Cc1ccccc1	0.3	3	5	1	-1	6	2	-8	-16	10
CCOC(=O)C(Cc1ccc(NC(=O)/C(=C/c2ccc(OC(C)=O)cc2)NC(C)=O)cc1)N1C(=O)c2ccccc2C1=O (stereo not given)	0.0	-2	1	-4	1	2	-1	1	-2	-6

As a short view, part of the list above:
SMILES	proKLK7 act	ADAM17 inh	MBD2 inh	UHRF1 MBD2 ctr	PLCg1 inh	DDE Tn7 FP inh	Tn6 DDE FP	PLCb3 inh	ASAP1 GAP inh	ARFGAP1 inhibitor
CCN(CC)CCC=C(c1cccs1)c1cccs1	-0.3	-2	2	0	-9	-6	7	-8	6	-4
C/C(CC(=O)NCc1ccc(Cl)cc1)=N\NC(=O)Cc1ccccc1	0.3	3	5	1	-1	6	2	-8	-16	10
CCOC(=O)C(Cc1ccc(NC(=O)/C(=C/c2ccc(OC(C)=O)cc2)NC(C)=O)cc1)N1C(=O)c2ccccc2C1=O (stereo not given)	0.0	-2	1	-4	1	2	-1	1	-2	-6

The listing continues.
SMILES	proKLK7 act	ADAM17 inh	MBD2 inh	UHRF1 MBD2 ctr	PLCg1 inh	DDE Tn7 FP inh	Tn6 DDE FP	PLCb3 inh	ASAP1 GAP inh	ARFGAP1 inhibitor
O=C(OC1CCCC1)c1ccc(Cl)cc1Cl	0.3	-1	-6	-1	1	-10	1	3	5	8
NNC(=O)CCCCCCCCCCOCCCCO	0.2	-1	8	0	-1	1	-7	-14	0	5
CCCn1cc(CN2CCC(Cc3ccccc3)(C(=O)OCC)CC2)c(C)n1	-0.8	-2	4	1	-4	-2	-1	1	-3	0
COc1cc(C#N)ccc1OCC(=O)Nc1cccc(S(=O)(=O)N2CCCC2)c1	-0.5	-2	-6	0	0	-5	-9	-8	9	3
Cc1cccc(OCc2nnc(SCC(=O)N3c4ccccc4CC3C)n2C)c1C (stereo not given)	0.1	-2	3	3	9	8	9	-1	19	2
COc1cc(OC)c(S(=O)(=O)N2CCOCC2)cc1S(=O)(=O)N1CCOCC1	0.4	-2	1	2	2	4	-2	-5	24	0
COc1ccc(C2CC(c3ccccc3)=NN2C(=O)COC(=O)C2(C)CC2(Cl)Cl)cc1 (stereo not given)	-0.6	1	-2	2	6	-2	7	3	1	-12
COc1cccc(-c2cnc3c(NC=O)cc(-c4ccccc4Oc4ccccc4)cn23)c1	-2.5	-7	-1	-1	-31	-5	2	-42	-11	-6
CN1CCN(CCc2cn3ncc(C#N)c3nc2-c2ccc(F)cc2)CC1	8.7	-36	1	2	-96	1	-3	-151	-5	3
COc1ccc(C2C=C(C)Nc3ncnn32)cc1 (stereo not given)	0.7	-58	5	1	-28	-1	-4	-42	11	16
CC(=O)c1ccc(N2CCN(C(=O)CCCn3c(=O)[nH]c4ccccc4c3=O)CC2)cc1	0.0	-4	2	-3	-3	4	0	-13	-2	7
Cc1cccc(-c2cnc3cccnn23)c1	34*	-243	-5	0	i	-3	2	i	-7	1
COc1ccc(N2C(=O)C3CCCN3C2c2cccs2)cc1 (stereo not given)	0.0	0	1	0	2	-1	4	1	-1	6
CCc1ccccc1Nc1nc(N)nc(COC(=O)CCNS(=O)(=O)c2ccccc2)n1	-0.1	-2	-1	2	0	1	5	-8	-4	9
Cc1c(OCC(=O)NC2CC(C)(C)NC(C)(C)C2)ccc2c1oc(=O)c1ccccc12	-0.1	-291	8	11	-274	-3	9	-384	12	-6
CNC(=S)N1N=C(c2ccc(C)cc2)CC1c1cc(OC)ccc1OC (stereo not given)	0.1	1	-6	2	0	-3	4	3	-5	-6
CC(=O)Nc1ccc(C(=O)NC2CCCC2)cc1	0.4	0	-8	-2	2	1	7	5	-11	-10
CCOc1ccc(CCNC(=O)c2cc(C)nc3ccccc23)cc1OCC	0.0	-2	-4	1	-3	4	9	-9	4	0
O=C(CSc1nc2ccccc2[nH]1)Nc1ccc(F)cc1	0.4	0	0	1	-4	0	-8	-3	-5	-13
Cc1cccc(NC(=S)N2CCCCCC2)c1	0.0	-2	8	4	0	-3	-6	-1	-1	3
COc1ccc(-c2nc(N/N=C(\C)c3ccc(O)cc3)c3ccccc3n2)cc1	-1.0	-5	0	-2	-4	0	3	-11	-15	-8
C=CCn1cccc(C(=O)Nc2cc(OC)c(OC)c(OC)c2)c1=O	0.2	4	-1	3	-3	-10	3	-4	3	15
COC(=O)C1=C(C)N(Cc2ccccc2C(F)(F)F)C(=NCc2ccc(OC)cc2)NC1c1ccccc1 (stereo not given)	0.2	-1	-2	0	5	-3	4	0	21	6
CC1=C(C(=O)OCc2ccccc2)C(c2ccco2)n2ncnc2N1 (stereo not given)	0.2	0	-2	-2	0	3	3	1	-7	-14
CCC(=O)c1c[nH]c(C(=O)N2CCN(c3ccccc3)CC2)c1	0.7	-1	0	8	3	1	-6	0	2	-2
COc1ccc(NC(=O)c2ccccc2N2C(=O)C3C4C=CC(C5CC45)C3C2=O)c(OC)c1 (stereo not given)	0.2	5	4	4	1	11	-8	-7	-3	3
COC(=O)c1ccc(C(=S)N2CCOCC2)cc1	-0.3	1	-6	0	4	-4	7	6	-3	-16
CCOC(=O)/C=C1\NC(=O)CS1	0.2	1	-8	-1	5	-9	-4	0	2	4

Compounds listed so far containing a furan ring, fused or not, in the order listed:
SMILES	proKLK7 act	ADAM17 inh	MBD2 inh	UHRF1 MBD2 ctr	PLCg1 inh	DDE Tn7 FP inh	Tn6 DDE FP	PLCb3 inh	ASAP1 GAP inh	ARFGAP1 inhibitor
CCOc1cc(NC(=O)c2ccco2)c(OCC)cc1NC(=O)c1ccco1	0.2	0	-5	0	0	-1	2	-6	2	10
Cc1cnc(C)c(N2CCN(Cc3nc(-c4ccc(C)o4)oc3C)CC2)n1	-0.6	-6	-3	-2	-8	6	4	-10	-4	8
CC1=C(C(=O)OCc2ccccc2)C(c2ccco2)n2ncnc2N1 (stereo not given)	0.2	0	-2	-2	0	3	3	1	-7	-14
